MEX-5 binding – C. elegans MEX-5 TCR-2 RNA binding activity; 300,000 compounds, 0.38% hits; Q9XUB2; AID 1832; MEX-5/FITC-TCR2 RNA binding, fluorescence polarization; stronger effect = lower value; activity score (negative = inhibition of binding), % at 10 µM;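 active means inhibition past about -25% in most replicates, and total fluorescence under double the plate's negative control median, limit read from the data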;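 further: 0% = DMSO and -100% = 5 µM competing unlabeled TCR2 RNA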
GLD-1 TGE inh – GLD-1-TGE RNA interaction inhibition (C. elegans); Q17339; purified GLD-1 + fluorescein TGE RNA, fluorescence polarization; inhibition, % at 5.96 µM; 320,000 compounds, 0.44% hits; AID 2280;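 active means percent inhibition above a per-plate cutoff, the plate mean of test compounds plus 3 SD, cut at about 30% in these data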;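 further: 0% = DMSO wells with GLD-1 and probe and 100% = wells lacking GLD-1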
Target sequence (Q17339 whole entry, looked up): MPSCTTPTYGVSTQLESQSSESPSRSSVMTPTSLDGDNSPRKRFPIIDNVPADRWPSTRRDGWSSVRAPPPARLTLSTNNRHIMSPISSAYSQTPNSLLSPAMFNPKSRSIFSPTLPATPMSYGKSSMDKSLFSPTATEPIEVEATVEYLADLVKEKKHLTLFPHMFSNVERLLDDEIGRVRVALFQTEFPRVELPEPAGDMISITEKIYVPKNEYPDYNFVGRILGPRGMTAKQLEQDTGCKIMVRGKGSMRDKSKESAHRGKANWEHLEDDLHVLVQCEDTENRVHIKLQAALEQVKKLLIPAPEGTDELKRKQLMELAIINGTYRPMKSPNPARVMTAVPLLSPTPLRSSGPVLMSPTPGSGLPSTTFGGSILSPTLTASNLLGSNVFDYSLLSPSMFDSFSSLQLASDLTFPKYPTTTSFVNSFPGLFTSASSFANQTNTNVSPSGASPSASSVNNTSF
Bcl-xL primary – blocks human Bcl-xL binding to Bim BH3 peptide; Q07817; 320,000 compounds, 0.7% hits; inhibition, % at 10.9 µM; GST-Bcl-xL / FITC-Bim BH3 peptide fluorescence polarization;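 active means inhibition above the mean of all tested compounds plus 3 SD, cutoff set per campaign, cut at about 30% in these data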;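 further: 0% = DMSO wells and 100% = unlabeled Bim-BH3 peptide competitor; inhibitors lower millipolarization by displacing the labeled peptide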
Target sequence (Q07817 whole entry, looked up): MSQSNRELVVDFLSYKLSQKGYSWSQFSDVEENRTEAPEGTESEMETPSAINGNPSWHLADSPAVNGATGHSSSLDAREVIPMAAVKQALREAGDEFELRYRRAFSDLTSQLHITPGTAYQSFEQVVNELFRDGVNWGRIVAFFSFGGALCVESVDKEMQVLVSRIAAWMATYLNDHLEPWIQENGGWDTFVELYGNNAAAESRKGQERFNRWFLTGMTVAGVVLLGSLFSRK
MCL1-BIM inh – disrupts human MCL1 binding to BIM-BH3 peptide | inhibition, % at 10.9 µM | Q07820 | AID 2057 | GST-MCL1 / FITC-Bim-BH3 fluorescence polarization | 320,000 compounds, 0.68% hits;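 active means inhibition above the mean inhibition of all tested compounds plus 3 SD, set per campaign, cut at about 40% in these data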;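 further: 0% = DMSO wells and 100% = unlabeled Bim-BH3 peptide control; higher means more loss of mP so more displacement of Bim peptide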
Target sequence (Q07820 whole entry, looked up): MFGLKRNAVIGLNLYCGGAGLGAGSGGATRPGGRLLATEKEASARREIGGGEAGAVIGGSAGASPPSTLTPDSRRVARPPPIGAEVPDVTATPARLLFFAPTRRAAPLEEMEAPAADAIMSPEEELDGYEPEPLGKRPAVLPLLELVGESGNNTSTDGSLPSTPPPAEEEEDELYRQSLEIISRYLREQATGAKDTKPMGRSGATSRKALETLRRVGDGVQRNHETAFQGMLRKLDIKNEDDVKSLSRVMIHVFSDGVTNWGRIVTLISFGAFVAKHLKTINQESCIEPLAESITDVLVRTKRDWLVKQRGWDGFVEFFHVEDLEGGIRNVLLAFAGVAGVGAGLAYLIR
AGP1 TOR yeast – modulators of TOR pathway AGP1-GFP in S. cerevisiae; S. cerevisiae AGP1-GFP multiplex flow cytometry, 3 h; GFP as percent of DMSO wells; AID 2066; GFP response vs DMSO, % at 10 µM; 320,000 compounds, 0.02% hits;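 active means GFP response relative to DMSO above a set limit, near screen average plus 3 SD, cut at about 150% in these data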;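 further: median GFP channel fluorescence of the gated AGP1 strain per well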
Fam108B counter – Fam108B inhibition, counter-screen for RBBP9 inhibitors; 300,000 compounds, 0.33% hits; inhibition, % at 9.51 µM; recombinant Fam108B, FP-Rh probe fluorescence polarization;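 active means inhibition above the screen mean inhibition plus 3 SD, computed separately per campaign, cut at about 18% in these data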;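 further: inhibitors lower polarization as less probe binds the enzyme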
GRK2 aptamer HTS – human GRK2 inhibition via aptamer displacement; AID 488847; P25098; bead flow cytometry, FAM-aptamer displacement from GRK2; inhibition of aptamer binding, % at 10 µM; 330,000 compounds, 0.59% hits;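 active means inhibition of aptamer binding above 40%, roughly 3 SD of noise, on plates passing a quality check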;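 further: median bead fluorescence of bound FAM aptamer so fluorescent compounds give negative values; no value below 0 was filed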
CIT2-GFP yeast – modulators of TOR pathway CIT2-GFP in S. cerevisiae | 320,000 compounds, 0.065% hits | S. cerevisiae CIT2-GFP strain, flow cytometry, 3 h; 100 means same as DMSO wells | GFP response vs DMSO, % at 10 µM | AID 2029;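 active means GFP response relative to DMSO above a set limit, near the screen mean plus 3 SD, cut at about 150% in these data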;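 further: ratio of well median GFP fluorescence to mean of DMSO wells on the plate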
VLA-4 inh – inhibition in a human VLA-4 binding assay | P13612 | VLA-4 expressing cells, ligand binding flow cytometry | inhibition, % (about 7 µM as worked out from the volumes in the protocol) | 330,000 compounds, 0.2% hits | AID 2557; in the data active means inhibition above about 50%
Numbers without * were called inactive; nt = no result given; [ ] = remark or other dose. Outcome played no part in choosing rows; about 2.2% have a hit in one of these screens.

Key to letters: A = MEX-5 binding; B = GLD-1 TGE inh; C = Bcl-xL primary; D = MCL1-BIM inh; E = AGP1 TOR yeast; F = Fam108B counter; G = GRK2 aptamer HTS; H = CIT2-GFP yeast; I = VLA-4 inh
1) O=C(Nc1cccc(Cl)c1)Nc1ccccc1C(=O)NCc1ccco1
  A = 0.6	B = 1	C = -8	D = -6	E = 91	F = -17	G = 0	H = 88	I = 1

2) O=C(O)c1nn(Cc2ncc(-c3cccc(Cl)c3)o2)c(=O)c2ccccc12
  A = 0.3	B = -2	C = 6	D = -4	E = 96	F = -6	G = 2	H = 99	I = -5

3) CCC(C)(C)C1CCc2c(sc(N)c2C(N)=O)C1 (centres undefined)
  A = -1.1	B = -4	C = 2	D = -11	E = 89	F = -2	G = 5	H = 80	I = -14

4) O=C(C1CC1)N1CCc2cc(S(=O)(=O)NCc3ccccc3)ccc21
  A = -5.1	B = 1	C = 7	D = 4	E = 100	F = -1	G = 1	H = 101	I = 20

5) Cc1ccc(NC(=O)Cc2nn(C)c(=O)c3ccccc23)cc1F
  A = 0.7	B = 9	C = -6	D = 3	E = 96	F = 1	G = 1	H = 93	I = 11

6) O=C(CSc1nnnn1C1CCCCC1)Nc1ccc(F)cc1
  A = -0.2	B = -6	C = 2	D = -3	E = 103	F = -3	G = 0	H = 95	I = -3

7) C[C@H](CO)N1C[C@H](C)[C@@H](CN(C)C(=O)Nc2ccccc2)Oc2c(NS(=O)(=O)c3ccc(F)cc3)cccc2C1=O
  A = nt	B = 4	C = nt	D = nt	E = 99	F = nt	G = 0	H = 91	I = 4

8) Cc1ccnc(NS(=O)(=O)c2ccc(NS(=O)(=O)Cc3ccccc3)cc2)n1
  A = 2.4	B = 1	C = 9	D = 7	E = 108	F = -1	G = 4	H = 104	I = -2

9) CCc1ccc(NC2=CC(=O)CC(c3ccco3)C2)cc1 (centres undefined)
  A = 2.9	B = 3	C = 9	D = 7	E = 99	F = -1	G = 13	H = 88	I = 8

10) COc1ccccc1N(C(=O)c1csnn1)C(C(=O)NC1CCCC1)c1ccccc1 (centres undefined)
  A = 0.5	B = 0	C = 2	D = -3	E = 97	F = 1	G = 3	H = 99	I = 6

11) COc1ccc(C(=O)c2cn[nH]c2-c2cc(Cl)ccc2O)cc1
  A = 1.3	B = -3	C = 6	D = 13	E = 98	F = -1	G = 1	H = 101	I = -3

12) COc1ccccc1Nc1nc(N)nc(-c2cc3ccccc3o2)n1
  A = -0.1	B = 2	C = 5	D = 5	E = 99	F = -18	G = 0	H = 97	I = 7

13) CCOC(=O)N1CCN(C(=O)/C(=C\c2ccc(SC)cc2)NC(=O)c2ccccc2)CC1
  A = -0.7	B = -4	C = 2	D = 2	E = 99	F = 1	G = 0	H = 87	I = 8

14) CCCOC(=O)C1=C(C)NC2=C(C(=O)CCC2)C1c1cccc(OC)c1OC (centres undefined)
  A = -1.5	B = 1	C = 0	D = 1	E = 104	F = -2	G = 2	H = 99	I = 7

15) COc1ccc(NC(=O)COC(=O)Cn2cnc3ccccc32)cc1
  A = nt	B = 3	C = nt	D = nt	E = 95	F = nt	G = 0	H = 94	I = 14

16) Cc1ccc(-c2nnc(Nc3ccccc3)c3ccccc23)cc1S(=O)(=O)NCC1CCCO1 (centres undefined)
  A = 2.9	B = 3	C = 5	D = 1	E = 100	F = 1	G = 0	H = 117	I = 24

17) Cn1c(SCC(=O)c2ccc(F)cc2)ncc(C(=O)Nc2ccccc2)c1=O
  A = 3.9	B = -4	C = 3	D = 6	E = 101	F = 2	G = 4	H = 92	I = 6

18) CCC(=O)Nc1nnc(S(=O)(=O)N(CC(C)C)c2ccccc2)s1
  A = -0.3	B = 3	C = -1	D = 5	E = 96	F = -2	G = 1	H = 100	I = 26

19) CCOC(=O)NC(=O)c1cn(Nc2ncc(C(F)(F)F)cc2Cl)c(=O)[nH]c1=O
  A = -1.1	B = 1	C = 8	D = 15	E = nt	F = 3	G = 1	H = nt	I = -6

20) O=C(c1ccco1)N1CCN(C(=O)C23CC4CC(CC(C4)C2)C3)CC1
  A = -0.3	B = -4	C = 6	D = 8	E = 93	F = 1	G = 3	H = 93	I = 2

21) Cc1cccc(N/C=C/C(=C(C#N)C#N)N(C)C)c1
  A = -2.4	B = 6	C = 1	D = -4	E = 105	F = 0	G = 0	H = 103	I = 10

22) COc1cc(-c2noc(C)c2/C=C/c2ccc(OC(C)=O)cc2)cc(OC)c1OC
  A = -3.7	B = -5	C = -3	D = -8	E = 80	F = -3	G = 0	H = 83	I = 32

23) CC(=O)Nc1cccc(C(=O)OCC(=O)c2ccc(S(=O)(=O)N3CCCCC3)cc2)c1
  A = -3.6	B = 4	C = 4	D = 1	E = 110	F = 2	G = 0	H = 112	I = 8

24) CCOc1cc(S(=O)(=O)N(CC)CC)c(OCC)cc1-n1cnnn1
  A = 1.9	B = -3	C = 0	D = 5	E = nt	F = 6	G = 4	H = 88	I = 5

25) CNC(=O)c1ccc(NC(=O)C2CCN(S(=O)(=O)c3cccc(C(F)(F)F)c3)CC2)cc1
  A = nt	B = 5	C = -14	D = -18	E = 98	F = nt	G = 0	H = 90	I = -3

26) O=C(OCCCCN1C(=O)c2ccccc2C1=O)c1ccc(S(=O)(=O)N2CCCC2)cc1
  A = -0.4	B = 0	C = 3	D = -3	E = 95	F = -7	G = 0	H = 94	I = 13

27) COC(=O)c1ccc(Sc2ccc(F)cc2)c(N)c1
  A = -0.9	B = 11	C = 5	D = 4	E = 99	F = 0	G = 0	H = 91	I = 3

28) CCOc1ccc(S(=O)(=O)N2CCC(C(=O)N3CCN(c4ccccc4)CC3)CC2)cc1
  A = -2.8	B = -8	C = -1	D = 5	E = 97	F = 1	G = 0	H = 101	I = -9

29) COc1cc(NC(=O)Cc2ccc(F)cc2)cc(OC)c1OC
  A = 0.4	B = 3	C = 1	D = 5	E = 103	F = -3	G = 0	H = 97	I = 4

30) CC(C)(C)OC(=O)N1CCC(NC(=O)c2[nH]cnc2C(=O)N[C@@H](Cc2ccccc2)C(=O)OCc2ccccc2)CC1
  A = -1.0	B = 4	C = 7	D = 11	E = 99	F = -14	G = 0	H = 96	I = -29

31) CCOC(=O)c1c(C)[nH]c(C(C)=O)c1C
  A = 1.6	B = -5	C = 5	D = 8	E = 93	F = 4	G = 0	H = 96	I = 14

32) Cn1nc(-c2ccc(C(=O)NCCO)cc2)c2ccccc2c1=O
  A = 1.9	B = -3	C = -14	D = -11	E = 104	F = -6	G = 3	H = 99	I = 12

33) COC(=O)c1c(C)[nH]c(C(=O)C(C)OC(=O)C2CC2)c1C (centres undefined)
  A = nt	B = 8	C = 1	D = 6	E = 103	F = nt	G = 0	H = 98	I = 0

34) CCOCCSc1nnc2nc(C)cc(C)n12
  A = 2.7	B = 7	C = 1	D = -2	E = 100	F = 3	G = 0	H = 107	I = -1

35) CCOc1ccc(NC(=O)Nc2ccc3c(c2)nnn3C)cc1
  A = -2.9	B = 6	C = 5	D = 4	E = 102	F = -4	G = 0	H = 102	I = -2

36) CC(=O)Nc1sc(NC(=O)c2ccco2)nc1-c1cccs1
  A = -1.1	B = 1	C = 3	D = 4	E = 110	F = 1	G = 3	H = 113	I = -8

37) CCCCN(C(=O)c1ccc(N2CCCC2=O)cc1)c1c(N)n(CC(C)C)c(=O)[nH]c1=O
  A = nt	B = 6	C = -1	D = -2	E = 109	F = nt	G = 0	H = 96	I = 3

38) Cc1cccc(NC(=O)CSc2nnc(C)n2Cc2ccccc2)c1
  A = -1.4	B = 8	C = 4	D = 3	E = 102	F = -2	G = 0	H = 98	I = 2

39) O=C(O)c1ccccc1CSc1nc2ccccc2n1Cc1ccccc1C(=O)O
  A = -1.6	B = 8	C = 6	D = 6	E = 109	F = -3	G = 2	H = 100	I = -6

40) COc1ccccc1NC(=O)CSc1nccn1Cc1ccc(F)cc1
  A = 4.1	B = 1	C = 2	D = 1	E = 98[may fluoresce red]	F = 2	G = 6	H = 94[may fluoresce red]	I = 6

41) CCOC(=O)c1oc2ccccc2c1NC(=O)c1ccccc1OC
  A = 0.2	B = -3	C = -3	D = 1	E = 104	F = -1	G = 0	H = 102	I = -9

42) CCCCCCSc1ccc([C@@H]2[C@@H]3C(=O)N(C)C(=O)[C@@H]3[C@]3(C(=O)OC)CCCCN23)cc1OC
  A = 2.7	B = 2	C = 5	D = 5	E = 94	F = -6	G = 2	H = 100	I = 9

43) Cc1noc(NC(=O)c2ccc(Cl)c(Cl)c2)c1Cl
  A = -0.4	B = -2	C = 4	D = -4	E = 96	F = 7	G = 1	H = 91	I = 3

44) CCc1cc(=O)[nH]c(SCc2ccc(C)cc2)n1
  A = 2.3	B = 2	C = 1	D = 0	E = 101	F = -3	G = 0	H = 96	I = -11

45) CC(C)(C)NC(=O)C1CC(=O)OC1(C)C (centres undefined)
  A = -4.7	B = 8	C = -2	D = 2	E = 107	F = -3	G = 0	H = 107	I = 13

46) CC(NC(=O)c1ccc(F)cc1Cl)C1CC2CCC1C2 (centres undefined)
  A = 3.6	B = 0	C = 3	D = 10	E = 104	F = 2	G = 1	H = 99	I = -9

47) C=C(C)c1cccc(C(C)(C)NC(=O)N2CCCC2)c1
  A = -2.4	B = -2	C = -2	D = -6	E = 102	F = 3	G = 0	H = 96	I = 1

48) Cc1ccc(S(=O)(=O)N(CC(O)CN2CCCCC2)c2ccccc2)cc1 (centres undefined)
  A = -1.6	B = -6	C = 0	D = 2	E = 100	F = 0	G = 0	H = 98	I = 39

49) Cc1ccc(C)c(CN2CCNC2=O)c1
  A = 2.5	B = 4	C = 6	D = 0	E = 110	F = -1	G = 2	H = 109	I = -6

50) C=CCn1c(COc2ccccc2)nnc1SCc1ccc(C#N)cc1
  A = 2.7	B = -2	C = -3	D = -7	E = 109	F = -2	G = 1	H = 97	I = 13

Additional compounds
Key to letters: A = MEX-5 binding; B = GLD-1 TGE inh; C = Bcl-xL primary; D = MCL1-BIM inh; E = AGP1 TOR yeast; F = Fam108B counter; G = GRK2 aptamer HTS; H = CIT2-GFP yeast; I = VLA-4 inh
51) CCOCCCn1c(SCc2ccccc2)nnc1-c1ccncc1
  A = 2.1	B = 5	C = 0	D = -4	E = 89	F = 2	G = 0	H = 90	I = 2

52) C1=Nc2ccccc2CN1c1ccccc1
  A = 1.5	B = 9	C = -2	D = -6	E = 99	F = -3	G = 0	H = 101	I = 14

53) Cc1nc2scc(-c3ccccc3)c2c(=O)n1N
  A = -1.0	B = 0	C = 3	D = 4	E = 98	F = -3	G = 2	H = 101	I = 20

54) Cc1ccc(OCCC(=O)OCC(=O)c2ccc3c(c2)NC(=O)CO3)cc1
  A = nt	B = 1	C = -14	D = -19	E = 92	F = nt	G = 0	H = 91	I = 4

55) Cc1nn(-c2ccc(F)cc2)c(Cl)c1/C=N/NC(=O)c1cccs1
  A = -1.3	B = -4	C = 2	D = -8	E = 99	F = -5	G = 5	H = 100	I = 10

56) CN(C)S(=O)(=O)N1CCN(S(=O)(=O)c2ccc3ccccc3c2)CC1
  A = 0.6	B = 4	C = 2	D = 1	E = 104	F = -7	G = 2	H = 98	I = 6

57) Cn1ccnc1SCC(=O)Nc1ccc(Oc2ccccc2)cc1
  A = 1.2	B = 5	C = -5	D = 1	E = 112	F = 2	G = 1	H = 111	I = 16

58) COc1ccc(CCN2C(=O)CC(NNC(=O)c3ccccc3Br)C2=O)cc1OC (centres undefined)
  A = 0.7	B = -1	C = -8	D = 0	E = 100	F = 4	G = 0	H = 89	I = -2

59) O=C1C(Cc2ccc(O)cc2)NC(=S)N1C1CCCCC1 (centres undefined)
  A = -1.7	B = 3	C = 4	D = 6	E = 100	F = -2	G = 0	H = 95	I = 4
